# High-throughput results (PubChem)
# GLP1R cytotox = cytotoxic in the GLP-1 receptor inverse agonist counter-screen. HEK293 cAMP-luciferase reporter cells, luminescence, 24 h. Potency, µM (titrated, usually from 38.3 µM), for the others: at the top dose activity change, negative = inhibition, actives largely listed as inhibitors. hit rate 0.13% among 410,000;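 note: loss of luciferase light is scored as toxicity; % is set by controls: 0 for no effect and ±100 for the full control effect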
#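 Luminescence readout: signal drop marks cytotoxicity. Plated cells grew 12 h at 37 °C, 5% CO2, received 23 nL compound for 24 h, then got luciferase reagent, read after 12 min at RT.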
# KB-3-1 tox = kills parental KB-3-1 adenocarcinoma cells | AID 1347075 | KB-3-1 viability, CellTiter-Glo ATP luminescence, 72 h | Potency, µM (top dose mostly 46.1 µM), for the others: at the top dose activity change, negative = cytotoxic, most hits filed as cytotoxic | hit rate 1.4% among 400,000; note: % is set by controls: 0 for no effect and ±100 for the full control effect; nearly all actives have a fitted effect of over 60% in size
#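 Parental KB-3-1 adenocarcinoma cells in phenol-red-free DMEM with 10% FBS were pin-treated with compounds at several concentrations, incubated 72 h at 37 °C, and viability read by CellTiter-Glo luminescence; concentration-effect curves were fitted after normalization.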
# HT1080 IDH1KD tx = kills HT-1080 cells with IDH1 knockdown; HT-1080 IDH1 knockdown viability, ATP luminescence, 48 h; Potency, µM (series often up to 46.1 µM), for inactives: at the top dose activity, negative = toxicity, usual class: cytotoxic; hit rate 2% among 360,000;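 note: 0% = DMSO wells and -100% = cell-free medium wells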
#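 Using the IDH1-knockdown HT-1080 line run in the same batch and compound series as the NT line, viability after 48 h at 37 °C was determined by CellTiter-Glo luminescence and expressed as % activity.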
# GLP-1R agonist = activates the human GLP-1 receptor. P43220. HEK293 GLP-1R CRE-luciferase, luminescence, 4-6 h; cells express a hypersensitive GLP-1R form. Potency, µM (series often up to 45.6 µM), for inactives: at the top dose activation, hits mostly activators. hit rate 0.007% among 380,000; note: % of control where 0% means no effect
# Target sequence (P43220 whole entry, looked up): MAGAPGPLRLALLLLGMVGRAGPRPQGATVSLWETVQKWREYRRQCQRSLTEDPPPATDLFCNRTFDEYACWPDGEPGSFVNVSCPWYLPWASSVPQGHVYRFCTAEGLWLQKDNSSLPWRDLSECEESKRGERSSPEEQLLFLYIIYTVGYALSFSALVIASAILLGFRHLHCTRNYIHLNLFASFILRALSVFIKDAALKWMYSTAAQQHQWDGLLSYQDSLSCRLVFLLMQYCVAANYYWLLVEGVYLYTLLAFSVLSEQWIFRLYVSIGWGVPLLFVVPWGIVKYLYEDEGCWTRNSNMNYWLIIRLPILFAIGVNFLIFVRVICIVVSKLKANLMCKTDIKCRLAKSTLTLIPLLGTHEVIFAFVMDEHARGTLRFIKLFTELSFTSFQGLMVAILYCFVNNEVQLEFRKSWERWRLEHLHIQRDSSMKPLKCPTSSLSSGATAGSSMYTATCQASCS
# TDP-43 yeast inh = TDP-43 toxicity inhibition in yeast. TDP-43 expressing yeast growth rescue, BacTiter-Glo, 24 h. Potency, µM (highest dose often 46.1 µM), inactives show at the highest dose growth rescue (activation), hits mostly activators. hit rate 1.8% among 410,000. AID 652104; note: % of control where 0% means no effect; nearly all actives have a fitted effect of over 50% in size
#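 Yeast cells expressing TDP-43 under galactose induction are exposed to compounds for 24 hr at 30 deg C. BacTiter-Glo luminescence measures growth, so protective compounds score as activators.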
# SW480 rerep = induces DNA re-replication in SW480 colon adenocarcinoma cells; hit rate 1.8% among 340,000; SW480 DNA re-replication, Hoechst DNA content imaging, 48 h; AID 624297; Potency, µM (highest dose often 46.1 µM), for the others: top-dose re-replication activation, actives largely listed as activators; note: % of control where 0% means no effect; nearly all actives have a fitted effect of over 55% in size
#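 Per well, 250 cells were exposed to pinned compound for 48 hr. Nuclear DNA was visualised with Hoechst (40 min, 37 C) and total object intensity recorded by fluorescence scanning.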
# KB-V1 MDR tox = KB-V1 MDR subline cytotoxicity; Potency, µM (doses to about 46.1 µM), inactives show at the top dose activity change, negative = cytotoxicity, hits mostly cytotoxic; hit rate 3.4% among 400,000; AID 1347076; KB-V1 MDR cells viability, CellTiter-Glo, 72 h; note: % is set by controls: 0 for no effect and ±100 for the full control effect; nearly all actives have a fitted effect of over 60% in size
#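 KB-V1 MDR subline cells in DMEM (phenol-red free, 10% FBS) exposed to compounds in qHTS concentration series for 72 h at 37 degrees C. Viability read by CellTiter-Glo luminescence; concentration-effect curves fitted after normalization and correction.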
# GLP1R inv ag = GLP-1 receptor (human) inverse agonism | HEK293 GLP-1R CRE-luciferase, luminescence, 24 h; GLP-1R form is constitutively active | Potency, µM (top dose mostly 38.3 µM), inactives show at the highest dose activity change, negative = inhibition, actives largely listed as inhibitors | hit rate 1.6% among 410,000; note: % is set by controls: 0 for no effect and ±100 for the full control effect; nearly all actives have a fitted effect of over 55% in size
#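 Cells are plated, allowed 12 hours at 37 deg C, then treated with compounds for 24 hr before luciferase detection reagent is added and luminescence is read after 12 min at room temperature. The HEK293 line carries constitutively active GLP-1R with a cAMP-responsive reporter.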
# HT1080-NT tox = kills 2HG-producing HT-1080-NT fibrosarcoma cells | hit rate 1.6% among 360,000 | Potency, µM (series often up to 46.1 µM), for inactives: at the top dose activity, negative = less viability, usual class: cytotoxic | HT-1080-NT fibrosarcoma viability, CellTiter-Glo ATP luminescence, 48 h;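 note: NT is the 2HG producing partner of a matched IDH1 knockdown line; 0% = DMSO-treated cells and -100% = media-only wells without cells; nearly all actives have a fitted effect of over 55% in size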
#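 HT-1080-NT; 750 cells/well; 5% FBS RPMI; 48 h compound, 37 degrees C; CellTiter-Glo luminescence; curve fitting and curve-class assignment.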
# Numbers without * were called inactive; ? = inconclusive; nt = not tested or not shown; [ ] = dose if it differs, or a comment. Calls come from the whole dose curve; as a rule, active = well fitted curve in the direction sought with a large enough effect; inconclusive = small, poorly fitted or top-dose-only effect, or another doubt; inactive = no such curve, though single readings can be large; an effect the other way counts as inactive or inconclusive. Potency is the fitted concentration of half-maximal effect.
SMILES,GLP1R cytotox,KB-3-1 tox,HT1080 IDH1KD tx,GLP-1R agonist,TDP-43 yeast inh,SW480 rerep,KB-V1 MDR tox,GLP1R inv ag,HT1080-NT tox
O=C(/C=C/c1ccc(O)c(O)c1)NC(=O)c1ccccc1O,?,-1%,-2%,-4%,2%,19%,-5%,9%,-4%
COc1ccc(OC)c(CNC(=O)CN(c2ccc(C)cc2)S(=O)(=O)N(C)C)c1,2%,22%,nt,-1%,14%,nt,-7%,6%,nt
O=C(CC(=O)c1ccccc1)Nc1ccccc1C(F)(F)F,-1%,-1%,-3%,14%,0%,-1%,-5%,-25%,1%
CC(=O)N1N=C(N)SC12CCCC2,11%,8%,12%,0%,3%,-9%,-9%,3%,0%
O=S(=O)(NCCOCC(F)(F)F)c1ccc2oc3ccccc3c2c1,5%,-5%,-20%,1%,?,-3%[9.22 µM],-27%,?,-25%
Cc1csc(SCC(=O)Nc2cc([N+](=O)[O-])ccc2F)n1,-29%,?,3%,18%,?,?,-9%,?,-3%
Nc1ccc2nc3c(=O)n(CCc4ccccc4)c(=O)[nH]c3nc2c1,38%[activator],12%,-6%,4%,-6%,?,-20%,-7%,-4%
C=CCN1CCN(c2ccncc2S(=O)(=O)N2CCN(C)CC2)CC1,13%,-12%,-2%,-3%,20%,nt,-1%,3%,-3%
O=C(N/N=C/c1ccc(O)c(O)c1)c1cccc(S(=O)(=O)N2CCCCC2)c1,15%,-3%,-2%,-2%,-1%,-1%,19%,2%,0%
COc1ccc(OCC(=O)Nc2cccc(-c3nc4ccccc4[nH]3)c2)cc1,1%,3%,?,-27%,-11%,-1%,?,-6%,3%[9.24 µM]
Cc1ccc(C(=O)N2CCNC(=O)C2CC(=O)Nc2ccccc2)cc1 (configuration not stated),-3%,7%,17%,8%,7%,-8%,-2%,6%,24%
CCCCn1c(N)c(N(CC)C(=O)c2cccc(S(=O)(=O)N3CCN(C)CC3)c2)c(=O)[nH]c1=O,2%,18%,19%,-3%,19%,-35%[inhibitor],?,8%,17%
Cn1c(=O)c2c(SCC(=O)N3CCc4ccccc43)nc(-c3ccccc3Cl)nc2n(C)c1=O,-20%,7%,nt,nt,12%,nt,?,5%,nt
O=C1c2cccc3cccc(c23)C(=O)N1CC1CCCO1 (configuration not stated),0%,-1%,-12%,13%,-10%,-9%,3%,23%,-8%
CN(C)S(=O)(=O)c1ccc(Cl)c(NC(=O)COC(=O)c2ccc3c(c2)NC(=O)CS3)c1,9%,?,-1%,2%,-8%,1%,-11%,15%,-18%
O=C(NC1CCCCC1)C1CC(=O)N(c2ccc(Cl)cc2)C1 (configuration not stated),0%,4%,6%,-4%,1%,-13%,-11%,6%,11%
Cc1ccc(C(=O)NNC(=O)C2CCN(S(=O)(=O)c3ccc(C)cc3)CC2)cc1,0%,15%,-16%,1%,2%,1%,-11%,-16%,-12%
Cc1[nH]c2ccccc2c1/C=N/NC(=O)c1cc(-c2cccs2)[nH]n1,-29%,-1%,1%,-7%,-3%,-8%,0%,-24%,-10%
Cc1cc(Cl)ccc1NC(=O)CSc1nnc(-c2ccncc2)n1Cc1ccco1,6%,0%,8%,0%,-5%,-16%,-28%,1%,5%
Cc1ccc(CNC(=O)COC(=O)Cn2nc(C)c([N+](=O)[O-])c2C)cc1,-8%,19%,6%,3%,-3%[0.397 µM],2%,1%,14%,2%
O=S1(=O)C[C@@H](N2CCN(c3ccccc3)CC2)[C@H](COCc2ccccc2)N1,-3%,0%,2%,-3%,?,nt,17%,1%,-3%
CCC(=O)N1CCc2cc(Br)cc(S(=O)(=O)CCC(=O)NCc3cccc(OC)c3)c21,-12%,14%,nt,nt,14%,nt,16%,-22%,nt
Cc1cc(C2C(C#N)=C(N)Oc3n[nH]c(C)c32)c(C)s1 (configuration not stated),-3%,-15%,-12%,-28%,-4%,6%,1%,-24%,?
CCOC(=O)c1nnc(-c2cccs2)nc1Oc1ccc(Cl)cc1,-15%,3%,4%,-7%,8%,-3%,-3%,2%,-1%
Cc1ccc(S(=O)(=O)Nc2cc3c(C(=O)O)c(C)oc3c3ccccc23)c(C)c1,-1%,13%,-6%,2%,-8%,3%,7%,6%,-2%
CCC(C(=O)NCc1ccccc1Cl)n1nc(C)c2sc3ccccc3c2c1=O (configuration not stated),7%,0%,nt,nt,17%,nt,3%,4%,nt
COCCN=C1NC(=O)C(CC(=O)Nc2cccc(Cl)c2C)S1 (configuration not stated),-3%[7.66 µM],17%,-9%,5%,13%[9.22 µM],-1%,0%,-15%[7.66 µM],0%
CC(C)Sc1nsc2nc(=O)c(/C=C3\C=Nc4ccccc43)c(N)n12,-14%,11%,-24%,-1%,-17%,?,14%,?,-23%
Cc1ccc(C(=O)N2CCn3c4c(c5cc(C)ccc53)CCCC42)cc1 (configuration not stated),8%,1%,nt,nt,-2%,nt,-6%,?,nt
C=CCc1c(C)nc(SC)nc1Nc1ccc(C(=O)O)cc1,-9%,?,?,4%,4%,-17%,21µM*,29%,3%
COc1cc(NC(=O)CSc2ccc(-c3sc(C)nc3C)nn2)cc(OC)c1,-12%,?,nt,nt,12%,nt,?,24%,nt
CCOC(=O)C(C)Sc1nc2c(c(-c3cccs3)c1C#N)CCC2 (configuration not stated),44%[activator],8%,-13%,23%,-7%[9.22 µM],24%,-2%,?,-12%
COc1ccc(C2=NN(S(C)(=O)=O)C(c3ccc4nccnc4c3)C2)cc1 (configuration not stated),11%,-15%,-5%,5%,14%,-3%,-8%,26%,0%
O=C1c2ccccc2CN1CCNS(=O)(=O)c1ccc(Cl)cc1,3%,4%,11%,3%,-10%,3%,-3%,1%,1%
COc1ccc(-c2c(NC(=O)c3ccco3)oc3c(C)cccc3c2=O)cc1OC,-1%,1%,-11%,7%,15%,3%,-17%,5%,-19%
Cc1c(C)n(C)c2ccc(C(=O)NCCCN3CCN(C)CC3)cc12,-9%,17%,4%,3%,-8%,1%,13%,-6%,0%
Cc1ccc(NC(=O)CN(CCc2ccccc2)S(C)(=O)=O)cc1,-8%,-8%,-4%,-1%,?,-3%,?,?,5%
CC(=O)Nc1ccc(C)cc1NC(C)=O,-15%,0%,8%,-9%,-16%,3%,11%,7%,9%
CCC(=O)Nc1ccc(C(=O)NCc2ccccn2)cc1,16%,?,10%,2%,-1%,-4%,-1%,5%,7%
O=C(CSc1nc(=O)n2ccccc2n1)Nc1ccc2c(c1)OCCO2,7%,0%,-6%,2%,-9%,-49%[inhibitor],0%,31%[activator],-15%
COc1ccc(NC(=O)c2cc(C)no2)cc1OC,-1%,13%,5%,14%,-13%,1%,14%,32%,3%
COC(=O)C1=C(NC(=O)c2ccc(C)cc2)CCS1,6%,-2%,2%,-5%,-12%,11%,10%,3%,13%
COc1ccc([N+](=O)[O-])cc1NCc1c(F)cccc1F,2%,-11%,-1%,-2%,0%,nt,13%,2%,0%
COc1cc2cnc(CCO[C@H]3CCCCO3)cc2cc1OC,6%,16%,7%,5%,12%,2%,-1%,4%,1%
COC(=O)c1cccc(NC(=O)Nc2ccccc2OC)c1,11%,-3%,-17%,11%,27%,-51%[inhibitor],-22%,-15%,2%
CCOC(=O)N1CCC(N(CCCOC)C(=O)Nc2cccc(OC)c2)CC1,-5%,-3%,4%,2%,-22%,-3%,-1%,0%,2%
CCOC(=O)c1nc2ccccc2nc1C,1%,2%,-1%,4%,-1%,2%,2%,47%[activator],-2%
CCCc1oc(C(=O)O)cc1CN1CCOCC1,-1%,-4%,7%[9.24 µM],0%,-11%,-5%,2%,7%,10%
O=c1[nH]c(-c2cccnc2)nc2sc(-c3ccccc3)cc12,-23%,?,4.6µM*,-7%,-17%,3.7µM*,2.9µM*,?,?
Cc1ccc(O)c(CC(C)C)n1,4%,-4%,0%,7%,-13%,-8%,1%,3%,4%
CCC(C)(C)NC(=O)C(c1ccncc1)N(Cc1cccs1)C(=O)Cn1nnc2ccccc21 (configuration not stated),-5%,-1%,6%,2%,-13%,-3%,-17%,0%,-5%
CSc1ccc(S(=O)(=O)N2CCCC2)cc1,9%,-2%,1%,9%,15%,-2%,9%,0%,9%
O=C(Cc1ccc(Cl)cc1)Nc1ccc(NC(=O)c2ccccc2)cc1,5%,0%,5%,-5%,-13%,-15%,1%,7%,2%
O=C(c1cc2ccccc2oc1=O)N1CCN(c2ccc(F)cc2)CC1,-4%,-2%,nt,nt,14%,nt,23%,4%,nt
CN(C)c1cccc(N(C)C)c1CNC(=O)C(C)(C)C,0%,-7%,3%,17%,-3%,-1%,2%,-26%,19%
O=C(Nc1ccccc1)c1ccc(-c2ccccc2)s1,-1%,-5%,-3%,5%,13%,2%,-12%,3%,2%
O=C(COC(=O)c1cc(Cl)nc(Cl)c1)NCCc1ccc(F)cc1,-8%,4%,8%,-3%,30%,3%,-8%,9%,16%
O=C1CSc2ccc(S(=O)(=O)N3CCN(c4ccccc4)CC3)cc2N1,-35%,-13%,-8%,10%,16%,-16%,-2%,-2%,-12%
CC(=O)Nc1c(Cl)c(Cl)c2c(c1Cl)Cc1cc(Cl)ccc1-2,1%,nt,0%,0%,11%,0%,nt,-1%,-4%
